CHRM5 agonist = CHRM5 agonism in calcium assay. CHO-K1 hM5 cells, Fluo-8 calcium fluorescence; 0% DMSO wells, 100% maximal acetylcholine response. activation, % at 3 µM. 360,000 compounds, 0.19% hits. AID 624037;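 active means activation above the run's mean over test compounds plus 3 SD, cut at about 23% in these data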;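 further: signal is peak over basal fluorescence ratio across the kinetic read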
CHRM4 PAM = CHRM4 positive allosteric modulation | 360,000 compounds, 0.4% hits | activation, % at 3 µM | CHO-K1 hM4/Gqi5, Fluo-8 calcium fluorescence, ACh EC20; 0% = ACh EC20, 100% = maximal ACh | P08173;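 active means activation above its plate's cutoff, the mean activation of sample wells plus 3 SD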; further: some results filed as inactive read as strong as hits
CRFBP-R2 block = CRF-BP/CRF-R2 complex antagonism. HEK293 CRF-R2/CRF-BP, CRF-induced calcium fluorescence. 350,000 compounds, 0.59% hits. inhibition, % at 11.8 µM;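 active means inhibition of the ligand-induced calcium signal above about 50% at the single tested concentration, limit read from the data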
CHRM5 antagonist = blocks acetylcholine activation of human M5 receptor; P08912; CHO-hM5 cells, Fluo-8 calcium fluorescence, ACh EC80; inhibition, % at 3 µM; 360,000 compounds, 0.59% hits; AID 624040;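 active means inhibition above a per-plate cutoff, the mean of that plate's test compounds plus 3 SD, cut at about 27% in these data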;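 further: 0% = acetylcholine EC80 with DMSO and 100% = DMSO without agonist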
CHRM4 antagonist = blocks acetylcholine activation of human M4 receptor | P08173 | CHO-hM4 cells, ACh EC80, Fluo-8 calcium fluorescence | inhibition, % at 3 µM | 360,000 compounds, 0.73% hits | AID 624125;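 active means inhibition above its plate's cutoff, the mean inhibition of sample wells plus 3 SD, cut at about 27% in these data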;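 further: 0% = acetylcholine EC80 with DMSO and 100% = DMSO without agonist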
CRFBP-R2 agonist = agonists of human CRF-binding protein/CRF-R2 receptor complex | HEK293 CRF-R2/CRF-BP, calcium dye fluorescence (FLIPR); percent of saturating CRF peptide response | activation, % at 13.2 µM | 350,000 compounds, 0.46% hits;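 active means activation of at least 50%, plus an integration ratio under a set limit after plate pattern correction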;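 further: plate controls were neutral control wells without compound for no effect and CRF at EC100 for full effect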
IDE cell inh = inhibits human insulin-degrading enzyme in HEK cells; P14735; FAbetaB cleavage, fluorescence polarization; inhibition, % at 5.59 µM; 320,000 compounds, 0.41% hits; AID 434962;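 active means percent inhibition above the average of all tested compounds plus 3 SD, set per screening campaign, cut at about 16% in these data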;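 further: IDE supplied by intact live HEK cells; FP after avidin binding of uncleaved biotin substrate so inhibition keeps polarization high; 0% = DMSO wells and 100% = 60 µM reference IDE inhibitor Ii1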
Target sequence (P14735 whole entry, looked up): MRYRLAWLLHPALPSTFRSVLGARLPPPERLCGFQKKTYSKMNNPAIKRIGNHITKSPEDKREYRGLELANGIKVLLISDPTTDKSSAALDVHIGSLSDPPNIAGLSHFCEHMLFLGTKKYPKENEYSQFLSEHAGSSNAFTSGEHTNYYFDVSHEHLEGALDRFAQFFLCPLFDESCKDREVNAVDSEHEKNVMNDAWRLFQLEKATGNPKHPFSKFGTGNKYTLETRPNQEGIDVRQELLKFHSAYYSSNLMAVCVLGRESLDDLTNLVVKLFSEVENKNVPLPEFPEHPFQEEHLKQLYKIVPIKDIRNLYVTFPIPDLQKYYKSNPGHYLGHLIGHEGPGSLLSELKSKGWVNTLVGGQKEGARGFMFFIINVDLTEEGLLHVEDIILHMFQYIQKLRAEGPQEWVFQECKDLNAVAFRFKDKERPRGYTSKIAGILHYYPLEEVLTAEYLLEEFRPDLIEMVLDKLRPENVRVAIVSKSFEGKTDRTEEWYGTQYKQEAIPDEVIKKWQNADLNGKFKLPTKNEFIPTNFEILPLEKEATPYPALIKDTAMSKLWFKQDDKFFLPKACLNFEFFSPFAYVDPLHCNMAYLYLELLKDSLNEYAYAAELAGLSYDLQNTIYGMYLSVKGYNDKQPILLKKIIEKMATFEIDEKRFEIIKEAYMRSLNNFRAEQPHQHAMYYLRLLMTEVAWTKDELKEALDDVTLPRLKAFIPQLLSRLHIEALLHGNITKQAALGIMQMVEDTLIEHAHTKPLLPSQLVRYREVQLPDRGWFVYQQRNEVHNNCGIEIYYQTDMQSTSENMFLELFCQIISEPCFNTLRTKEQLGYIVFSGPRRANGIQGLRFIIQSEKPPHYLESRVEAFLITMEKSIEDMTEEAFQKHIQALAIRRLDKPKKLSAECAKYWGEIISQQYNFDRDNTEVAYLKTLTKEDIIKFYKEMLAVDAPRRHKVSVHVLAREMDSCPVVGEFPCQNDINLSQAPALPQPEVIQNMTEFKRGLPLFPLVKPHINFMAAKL
M5 PAM = potentiates acetylcholine response at human M5 receptor; CHO-K1 hM5, Fluo-8 calcium, ACh EC20 PAM; 0% = ACh EC20, 100% = ACh EC100; AID 624038; P08912; 360,000 compounds, 0.3% hits; activation, % at 3 µM;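 active means activation above the run cutoff, the mean activation of all test compounds plus 3 SD, cut at about 18% in these data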
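Assay system: CHO-K1 hM5 cells / Incubation: Fluo-8 loading 80 min at 37 °C plus 30 min room temperature / Technique: Fluo-8 calcium dye fluorescence, kinetic read / Repeats: single replicate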
CHRM4 agonist = CHRM4 agonism in calcium assay | P08173 | CHO-K1 hM4/Gqi5, Fluo-8 calcium fluorescence; vehicle 0%, full acetylcholine response 100% | activation, % at 3 µM | 360,000 compounds, 0.14% hits;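 active means activation above the run mean over all test wells plus 3 SD, cut at about 32% in these data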;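 further: peak over basal fluorescence ratio per well then scaled between controls; 0% = DMSO wells and 100% = acetylcholine at EC100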
Active calls of the source: *.

What do the screens show for `Cc1cccc(C)c1NC(=O)CNC(=O)C12CC3CC(CC(O)(C3)C1)C2`?
CHRM5 agonist: 5; CHRM4 PAM: 10; CRFBP-R2 block: -5; CHRM5 antagonist: -1; CHRM4 antagonist: -12; CRFBP-R2 agonist: 0.1; IDE cell inh: -1; M5 PAM: 6; CHRM4 agonist: 1

Results for Cc1ccc(-n2c3c(c(O)c(-c4ccccc4)c2=O)C(=O)CC(C)(C)C3)cc1 ?
CHRM5 agonist: -5; CHRM4 PAM: -7; CRFBP-R2 block: 11; CHRM5 antagonist: -3; CHRM4 antagonist: -9; CRFBP-R2 agonist: -0.9; IDE cell inh: 1; M5 PAM: 1; CHRM4 agonist: -2

What do the screens show for `Cc1nc2scc(C)n2c(=O)c1S(=O)(=O)NCC1CCN(Cc2ccc(F)cc2)CC1`?
CHRM5 agonist: -9; CHRM4 PAM: -19; CRFBP-R2 block: 2; CHRM5 antagonist: 9; CHRM4 antagonist: 6; CRFBP-R2 agonist: -0.2; IDE cell inh: -1; M5 PAM: 0; CHRM4 agonist: 1

What do the screens show for `COc1ccc(CC(=O)OCC(=O)N2CCN(S(=O)(=O)c3ccc(C)cc3C)CC2)cc1`?
CHRM5 agonist: 2; CHRM4 PAM: 0; CRFBP-R2 block: 3; CHRM5 antagonist: 5; CHRM4 antagonist: -5; CRFBP-R2 agonist: -0.9; IDE cell inh: -3; M5 PAM: -2; CHRM4 agonist: 8

Results for CCOC(=O)c1ccccc1NC(=O)CN(c1ccccc1)S(=O)(=O)N(C)C ?
CHRM5 agonist: -1; CHRM4 PAM: -7; CRFBP-R2 block: 18; CHRM5 antagonist: -4; CHRM4 antagonist: -1; CRFBP-R2 agonist: -1.8; IDE cell inh: -4; M5 PAM: -1; CHRM4 agonist: -2

How did CCOC(=O)C(Cc1ccccc1)C1(C)Oc2ccccc2O1 (stereo not given) do in these assays?
CHRM5 agonist: 2; CHRM4 PAM: -1; CHRM5 antagonist: -4; CHRM4 antagonist: 2; M5 PAM: -4; CHRM4 agonist: 1

How did COc1ccc(N2CCN(c3oc(-c4ccco4)nc3C#N)CC2)cc1 do in these assays?
CHRM5 agonist: -3; CHRM4 PAM: 3; CRFBP-R2 block: 25; CHRM5 antagonist: -4; CHRM4 antagonist: -3; CRFBP-R2 agonist: 1.7; IDE cell inh: 3; M5 PAM: 3; CHRM4 agonist: 4

Results for Cc1cc(C)c[n+](-c2[nH]c(=O)sc2/C=N/NC([S-])=Nc2ccccc2)c1 ?
CHRM5 agonist: 0; CHRM4 PAM: 1; CRFBP-R2 block: -4; CHRM5 antagonist: 3; CHRM4 antagonist: -3; CRFBP-R2 agonist: 10; IDE cell inh: 1; M5 PAM: -11; CHRM4 agonist: 4

Results for CCN(CC(=O)Nc1cc(Cl)ccc1C)C(=O)CSCc1ccc(C)cc1 ?
CHRM5 agonist: 0; CHRM4 PAM: -5; CRFBP-R2 block: 0; CHRM5 antagonist: 8; CHRM4 antagonist: -13; CRFBP-R2 agonist: 2.3; IDE cell inh: 2; M5 PAM: -19; CHRM4 agonist: 8

How did Cc1noc(/C=C/c2ccccc2F)c1S(=O)(=O)N1CCC(C(=O)N2CCN(C)CC2)CC1 do in these assays?
CHRM5 agonist: -3; CHRM4 PAM: -1; CRFBP-R2 block: -6; CHRM5 antagonist: 10; CHRM4 antagonist: -3; CRFBP-R2 agonist: 0.0; IDE cell inh: 2; M5 PAM: 0; CHRM4 agonist: 2

Results for CC(=O)N1CCN(C(=O)CCNS(=O)(=O)c2ccc(Br)cc2)CC1 ?
CHRM5 agonist: -3; CHRM4 PAM: 4; CRFBP-R2 block: 9; CHRM5 antagonist: 1; CHRM4 antagonist: -5; CRFBP-R2 agonist: -2.1; IDE cell inh: 2; M5 PAM: 2; CHRM4 agonist: 1

What do the screens show for `COC(=O)C1C/C(=N/NS(=O)(=O)c2ccc(C)cc2)CS1` (stereo not given)?
CHRM5 agonist: -2; CHRM4 PAM: 3; CRFBP-R2 block: -7; CHRM5 antagonist: 7; CHRM4 antagonist: -2; CRFBP-R2 agonist: 0.2; M5 PAM: -4; CHRM4 agonist: 0

How did CCOC(=O)c1ccc(N/N=C/c2cc(Br)cc([N+](=O)[O-])c2O)cc1 do in these assays?
CHRM5 agonist: -3; CHRM4 PAM: 4; CRFBP-R2 block: 37; CHRM5 antagonist: 8; CHRM4 antagonist: -1; CRFBP-R2 agonist: 0.1; IDE cell inh: -2; M5 PAM: -5; CHRM4 agonist: 1

Results for CC1CCCN(C(=O)CN2C(=O)CSc3ccc(S(=O)(=O)N4CCOCC4)cc32)C1 (stereo not given) ?
CHRM5 agonist: -1; CHRM4 PAM: 1; CRFBP-R2 block: -15; CHRM5 antagonist: 4; CHRM4 antagonist: 0; CRFBP-R2 agonist: 0.6; IDE cell inh: 3; M5 PAM: 3; CHRM4 agonist: 1

How did CC1CN(C(=O)COC(=O)c2cc3ccccc3cc2O)CC(C)O1 (stereo not given) do in these assays?
CHRM5 agonist: -1; CHRM4 PAM: 7; CRFBP-R2 block: -8; CHRM5 antagonist: 20; CHRM4 antagonist: 3; CRFBP-R2 agonist: -0.5; IDE cell inh: 6; M5 PAM: -8; CHRM4 agonist: 4

How did CCOc1ccc(OCCCCOc2ccccc2C(C)=O)cc1 do in these assays?
CHRM5 agonist: -3; CHRM4 PAM: -5; CRFBP-R2 block: -9; CHRM5 antagonist: -4; CHRM4 antagonist: -2; CRFBP-R2 agonist: -0.3; IDE cell inh: 5; M5 PAM: -4; CHRM4 agonist: 2

How did Cc1cc(=O)nc2c3ccccc3n(CC(=O)Nc3ccccc3Br)n12 do in these assays?
CHRM5 agonist: -3; CHRM4 PAM: 3; CRFBP-R2 block: 10; CHRM5 antagonist: 4; CHRM4 antagonist: 4; CRFBP-R2 agonist: 0.1; IDE cell inh: 4; M5 PAM: 1; CHRM4 agonist: 1

How did CS(=O)(=O)c1nc(-c2ccc(Br)cc2)n[nH]1 do in these assays?
CHRM5 agonist: 4; CHRM4 PAM: 2; CRFBP-R2 block: -9; CHRM5 antagonist: -8; CHRM4 antagonist: -10; CRFBP-R2 agonist: 1.2; IDE cell inh: -1; M5 PAM: 12; CHRM4 agonist: 1

How did Cc1ccc(S(=O)(=O)N(CC(=O)Nc2cccnc2)c2cccc(Br)c2)cc1 do in these assays?
CHRM5 agonist: -2; CHRM4 PAM: -7; CRFBP-R2 block: -5; CHRM5 antagonist: 9; CHRM4 antagonist: 4; CRFBP-R2 agonist: 0.8; IDE cell inh: -2; M5 PAM: -3; CHRM4 agonist: 4

How did CCOc1ccc(-n2c(Cc3cc(=O)[nH]c(=O)[nH]3)nnc2SCC(N)=O)cc1 do in these assays?
CHRM5 agonist: 1; CHRM4 PAM: 7; CRFBP-R2 block: 12; CHRM5 antagonist: -7; CHRM4 antagonist: 0; CRFBP-R2 agonist: -2.4; IDE cell inh: 1; M5 PAM: 6; CHRM4 agonist: 0

Results for Cc1ccc2c(c1)N(CCC(=O)NC1CC1)C(=O)C(C)O2 (stereo not given) ?
CHRM5 agonist: 3; CHRM4 PAM: 20; CRFBP-R2 block: 6; CHRM5 antagonist: -5; CHRM4 antagonist: 13; CRFBP-R2 agonist: -1.7; IDE cell inh: 5; M5 PAM: 3; CHRM4 agonist: 1

What do the screens show for `Cc1ccc(NC(=S)Nn2cnnc2)cc1`?
CHRM5 agonist: -1; CHRM4 PAM: 4; CRFBP-R2 block: -6; CHRM5 antagonist: 1; CHRM4 antagonist: -3; CRFBP-R2 agonist: 0.1; IDE cell inh: 0; M5 PAM: 0; CHRM4 agonist: 1

How did CC(C)Cn1c(N)c(C(=O)CSc2nnc(C3CC3)n2C2CC2)c(=O)n(C)c1=O do in these assays?
CHRM5 agonist: 0; CHRM4 PAM: 0; CRFBP-R2 block: 5; CHRM5 antagonist: -3; CHRM4 antagonist: 2; CRFBP-R2 agonist: 0.2; M5 PAM: 1; CHRM4 agonist: 1

What do the screens show for `Cc1noc(C)c1C(=O)Nc1ccc(S(=O)(=O)N2CCC(C)CC2)cc1`?
CHRM5 agonist: 9; CHRM4 PAM: -5; CRFBP-R2 block: -5; CHRM5 antagonist: 1; CHRM4 antagonist: 1; CRFBP-R2 agonist: 0.3; IDE cell inh: 2; M5 PAM: -1; CHRM4 agonist: 11

How did CN(C)c1ccc(C(=O)N2CCCC(CCC(=O)N3CCN(c4ccccn4)CC3)C2)cc1 (stereo not given) do in these assays?
CHRM5 agonist: -2; CHRM4 PAM: -10; CRFBP-R2 block: -9; CHRM5 antagonist: 18; CHRM4 antagonist: 5; CRFBP-R2 agonist: -11; IDE cell inh: 3; M5 PAM: -7; CHRM4 agonist: 6

Results for COc1ccc(-n2cc(C(=O)Nc3cc([N+](=O)[O-])ccc3OC)c3ccccc3c2=O)cc1 ?
CHRM5 agonist: -2; CHRM4 PAM: 0; CRFBP-R2 block: 13; CHRM5 antagonist: 1; CHRM4 antagonist: 8; CRFBP-R2 agonist: 5.1; IDE cell inh: -2; M5 PAM: -2; CHRM4 agonist: 1

Results for Cc1nn(-c2ccccc2)c(C)c1C(=O)OCC(=O)NC(=O)NC1CCCCC1 ?
CHRM5 agonist: -4; CHRM4 PAM: -1; CRFBP-R2 block: -15; CHRM5 antagonist: 1; CHRM4 antagonist: -6; CRFBP-R2 agonist: 2.0; IDE cell inh: 0; M5 PAM: -6; CHRM4 agonist: -1

Results for Cc1c(NC(=O)COC(=O)c2ncc(Cl)c(Cl)c2Cl)c(=O)n(-c2ccccc2)n1C ?
CHRM5 agonist: -3; CHRM4 PAM: 1; CRFBP-R2 block: 2; CHRM5 antagonist: 10; CHRM4 antagonist: -7; CRFBP-R2 agonist: -3.3; IDE cell inh: 4; M5 PAM: -3; CHRM4 agonist: 0

How did Cc1cc(C)n(CCCNC(=O)C2CC(=O)N(Cc3ccccc3)C2)n1 (stereo not given) do in these assays?
CHRM5 agonist: 2; CHRM4 PAM: -10; CRFBP-R2 block: -6; CHRM5 antagonist: 12; CHRM4 antagonist: 5; CRFBP-R2 agonist: 3.0; IDE cell inh: 3; M5 PAM: -12; CHRM4 agonist: 0

Results for S=C(Nc1cccc(Cl)c1)N1CCN(Cc2ccccc2)CC1 ?
CHRM5 agonist: -3; CHRM4 PAM: 4; CRFBP-R2 block: 2; CHRM5 antagonist: 7; CHRM4 antagonist: -1; CRFBP-R2 agonist: -1.9; IDE cell inh: -4; M5 PAM: -2; CHRM4 agonist: 2

How did COc1ccc(NC(C)=O)cc1NC(=O)CCn1c(=O)sc2ccccc21 do in these assays?
CHRM5 agonist: 2; CHRM4 PAM: -1; CRFBP-R2 block: 0; CHRM5 antagonist: -1; CHRM4 antagonist: -2; CRFBP-R2 agonist: 1.6; IDE cell inh: 0; M5 PAM: -5; CHRM4 agonist: 1

What do the screens show for `Cc1ccc(CN(c2ccc(C(=O)N3CCc4ccccc4C3)cc2)S(C)(=O)=O)cc1`?
CHRM5 agonist: 9; CHRM4 PAM: -7; CRFBP-R2 block: -10; CHRM5 antagonist: 6; CHRM4 antagonist: 8; CRFBP-R2 agonist: -4.5; IDE cell inh: 9; M5 PAM: -10; CHRM4 agonist: 18

Results for CCn1c(CSc2nc(C)cc(C)n2)nnc1SCC(=O)Nc1nc(-c2ccccc2)cs1 ?
CHRM5 agonist: 4; CHRM4 PAM: -1; CRFBP-R2 block: -13; CHRM5 antagonist: 4; CHRM4 antagonist: 7; CRFBP-R2 agonist: 15; IDE cell inh: 5; M5 PAM: -5; CHRM4 agonist: 2

Bioassay records from PubChem.
